Assay outcomes as filed in PubChem BioAssay.
HP1b binding inh – HP1-beta chromodomain-methylated histone interaction inhibition; hit rate 0.56% among 390,000; AlphaScreen HP1-beta / biotin-H3K9me3 peptide binding; Potency, µM (series often up to 114 µM), inactives show top-dose activity change, negative = inhibition, hits mostly inhibitors; P83916; note: potency is the fitted concentration of half-maximal effect; nearly all actives have a fitted effect of over 70% in size; inactives centre near 23
Target sequence (P83916 whole entry, looked up): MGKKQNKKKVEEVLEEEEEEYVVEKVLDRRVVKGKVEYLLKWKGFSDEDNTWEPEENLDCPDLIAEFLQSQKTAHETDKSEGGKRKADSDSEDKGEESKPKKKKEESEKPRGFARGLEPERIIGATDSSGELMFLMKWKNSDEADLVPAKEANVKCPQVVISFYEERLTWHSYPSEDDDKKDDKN
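AlphaScreen: HP1-beta (50 nM) preformed 30 min with biotin-H3(1-18)K9me3 peptide (50 nM) in PBS pH 7.4, 0.01% Tween-20. Compound added for 30 min at RT, then streptavidin donor/nickel chelate acceptor beads (10 ug/mL) for 30 min.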
PGK inhibitor – T. brucei PGK inhibition; P07378; PGK/GAPDH coupled, Kinase-Glo luminescence, 60 min; Potency, µM (series often up to 57.5 µM), for inactives: top-dose activity change, negative = inhibition, hits mostly inhibitors; hit rate 0.043% among 380,000; AID 602233; note: potency is the fitted concentration of half-maximal effect; % is set by controls: 0 for no effect and ±100 for the full control effect; nearly all actives have a fitted effect of over 60% in size
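Luminescent ATP detection (Kinase-Glo Plus) follows a 60-minute room-temperature incubation, with wells lacking PGK as controls. Buffer: 100 mM TEA (pH 7.6), 5 mM MgCl2, 0.01% Tween-20. Coupling enzyme GAPDH (100 nM final) supplies unstable 1,3-BPG in-well.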
JMJD2A Tudor inh – blocks the human JMJD2A Tudor domain; Potency, µM (titrated, usually from 114 µM), inactives show top-dose activity change, negative = inhibition, hits mostly inhibitors; AlphaScreen JMJD2A-Tudor / H3K4me3 peptide binding; hit rate 4.4% among 390,000; O75164; note: potency is the fitted concentration of half-maximal effect; % is set by controls: 0 for no effect and ±100 for the full control effect; nearly all actives have a fitted effect of over 50% in size
PI4K2A block – blocks human PI4K2A kinase activity. hit rate 0.13% among 420,000. Q9BTU6. AID 1346378. purified PI4K2A, ADP-Glo luminescence, 1 h; stronger effect = lower value. activity change, negative = inhibition, % at 76.9 µM; in the data active = activity change below about -50%; inconclusive = mostly about -30% to -49%;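 note: -100% = wells without enzyme as full effect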
Target sequence (Q9BTU6 whole entry, looked up): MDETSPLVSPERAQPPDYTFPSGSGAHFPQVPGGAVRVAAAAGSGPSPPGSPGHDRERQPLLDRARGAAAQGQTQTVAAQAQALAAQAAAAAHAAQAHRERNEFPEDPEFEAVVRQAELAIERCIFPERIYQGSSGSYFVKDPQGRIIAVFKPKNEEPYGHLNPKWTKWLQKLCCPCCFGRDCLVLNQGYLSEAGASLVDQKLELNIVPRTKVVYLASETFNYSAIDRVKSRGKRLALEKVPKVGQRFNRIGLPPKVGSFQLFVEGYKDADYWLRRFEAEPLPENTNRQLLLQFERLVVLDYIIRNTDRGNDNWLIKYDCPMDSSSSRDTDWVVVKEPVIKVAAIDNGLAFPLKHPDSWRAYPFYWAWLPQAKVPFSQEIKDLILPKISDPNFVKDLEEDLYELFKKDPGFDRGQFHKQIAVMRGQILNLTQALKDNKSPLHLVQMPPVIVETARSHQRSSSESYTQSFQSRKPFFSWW
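Compounds are screened against recombinant PI4K2A using PI as substrate and ATP, the latter dispensed at 300 microM. Reactions run one hour at ambient temperature before ADP-Glo detection; full inhibition defined by wells lacking enzyme.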
Pin1 inh – inhibitors of human Pin1. Potency, µM (titrated, usually from 115 µM), for inactives: at the highest dose activity, negative = inhibition, usual class: inhibitors. hit rate 0.009% among 390,000. Pin1 FP peptide displacement, HiFluor488, 10 min. AID 504891. Q13526; active = well fitted inhibition curve with a large enough effect in the polarisation, with a control signal flat, not every such curve was filed as active; inconclusive = small, poorly fitted or top-dose-only effect, or effect the other way, or a change in a side signal; inactive = no such curve, though single readings can be large or run the other way; the % refers to the polarisation; note: potency is the fitted concentration of half-maximal effect; % is set by controls: 0 for no effect and ±100 for the full control effect
ERG Ets-DNA blk – blocks human ERG Ets domain binding to DNA | fluorescence polarization, His-ERG Ets domain / labelled DNA | Potency, µM (doses to about 76.9 µM), inactives show at the highest dose FP activity, negative = inhibition, most hits filed as inhibitors | P11308 | hit rate 0.028% among 370,000; active = well fitted inhibition curve with a large enough effect in the polarisation, with a control signal flat; inconclusive = small, poorly fitted or top-dose-only effect, or effect the other way, or a change in a side signal; inactive = no such curve, though single readings can be large or run the other way; the % refers to the polarisation;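 note: polarization taken with two DNA probes labelled with fluorescein and Texas red; potency is the fitted concentration of half-maximal effect; % of control where 0% means no effect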
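His-tagged ERG Ets domain (1 uM in the protein solution; 300mM KCl, 50mM Tris-HCl, 1mM EDTA, 1mM DTT, pH 7.5) received compound, then a probe mix of 5 nM fluorescein-DNA and 100nM Texas-615-DNA. Fluorescence polarization was read for both dyes.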
BAZ2B inh – BAZ2B (human) inhibition; Q9UIF8; hit rate 4.4% among 360,000; Potency, µM (doses to about 114 µM), without a hit: at the top dose activity change, negative = inhibition, actives largely listed as inhibitors; AlphaScreen BAZ2B-H3K14Ac peptide displacement; note: potency is the fitted concentration of half-maximal effect; % is set by controls: 0 for no effect and ±100 for the full control effect; nearly all actives have a fitted effect of over 60% in size
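BAZ2B (50 nM) with biotin-H3(5-23)K14Ac peptide (50 nM) in PBS pH 7.4, 0.01% Tween-20, preformed 30 min, then compound 30 min at room temperature; top concentration 110uM. AlphaScreen streptavidin donor/nickel chelate acceptor beads (10 ug/mL final), 20 min dark, signal read.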
GLS inh – blocks human kidney-isoform glutaminase activity. O94925. GLS enzymatic activity, qHTS titration. Potency, µM (highest dose often 45.5 µM), inactives show at the highest dose activity change, negative = inhibition, actives largely listed as inhibitors. hit rate 0.21% among 410,000. AID 624170; note: potency is the fitted concentration of half-maximal effect; % is set by controls: 0 for no effect and ±100 for the full control effect
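Compounds were pin-transferred onto hKGA, after which L-glutamine (1 mM solution) and a detection mix of glutamate oxidase, HRP and Amplex Red were added. Initial and 30 min RT fluorescence reads were collected.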
G9a block – blocks human histone lysine methyltransferase G9a. Q96KQ7. G9a H3K9 monomethylation, AlphaScreen, 2 h. Potency, µM (series often up to 102 µM), inactives show at the highest dose activity, negative = inhibition, usual class: inhibitors. hit rate 8.8% among 350,000; note: potency is the fitted concentration of half-maximal effect; % is set by controls: 0 for no effect and ±100 for the full control effect; nearly all actives have a fitted effect of over 75% in size
Target sequence (Q96KQ7 913-1193 limits assumed): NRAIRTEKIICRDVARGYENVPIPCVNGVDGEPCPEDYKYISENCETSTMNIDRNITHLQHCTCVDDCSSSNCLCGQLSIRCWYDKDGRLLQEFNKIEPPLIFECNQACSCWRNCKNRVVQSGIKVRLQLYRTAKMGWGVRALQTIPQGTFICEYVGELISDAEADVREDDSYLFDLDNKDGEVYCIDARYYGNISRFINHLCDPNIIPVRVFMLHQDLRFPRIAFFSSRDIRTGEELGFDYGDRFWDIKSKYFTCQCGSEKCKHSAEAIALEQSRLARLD
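Step 1: enzyme (final 20 nM) with compound, 15 min RT. Step 2: substrate peptide 500 nM and SAM 20 uM, 2 h RT. Step 3: anti-H3K9me1 antibody and AlphaScreen beads, 10 min, then plate read.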
The depositor's hits bear a star; i = inactive; ? = inconclusive; . = not tested or not shown; & = joins results of further samples; [ ] = another dose, or the depositor's remark. Unless noted, calls come from the whole dose curve; as a rule, active = well fitted curve in the direction sought with a large enough effect; inconclusive = small, poorly fitted or top-dose-only effect, or another doubt; inactive = no such curve, though single readings can be large; an effect the other way counts as inactive or inconclusive.

nr	HP1b binding inh	PGK inhibitor	JMJD2A Tudor inh	PI4K2A block	Pin1 inh	ERG Ets-DNA blk	BAZ2B inh	GLS inh	G9a block	compound
1	63.6%[activator]	-0.8%	-14.1%	0.1	-1.7%	-2.6%	6.8%	0.7%	2.7%[59 µM]	CCc1ccc(NC(=O)c2cc(S(=O)(=O)N3CCCCCC3)ccc2F)cc1
2	11.4%	0.1%	-12.9%	2.4	2.2%	-2.0%	-8.9%	3.5%	-11.8%[59 µM]	Cc1cccc(OCC(=O)NCC2(N3CCN(C)CC3)CCCCC2)c1
3	27.9%	-0.3%	-11.9%	-1.3	-7.2%	-4.2%	-7.1%	3.9%	3.2%	COc1ccc(CCNC(=O)c2ccccc2NS(=O)(=O)c2c(F)cccc2F)cc1
4	1.4%	-10.7%	-27.5%	1.4	6.0%	2.7%	-10.6%	12.4%	?	COc1ccc(C(CNC(=O)c2cc3ccccc3cc2O)N2CCOCC2)cc1 (centres undefined)
5	14.0%	-3.1%	-8.3%	0.0	2.7%	8.5%	-3.2%	9.6%	11.8%[12.7 µM]	CCO[C@H]1OC(C(=O)N2CCOCC2)=C[C@@H](c2coc3ccccc3c2=O)[C@@H]1CCCO
6	?	i	35.5µM*	7.2	-0.1%	-1.5%	7.08µM*	-4.4%	10µM*	CCOC(=O)c1cnc2c(C)cc(C)cc2c1Nc1ccc(N2CCOCC2)cc1
7	7.1%	10.5%	-19.8%	-7.9	2.4%	1.4%	1.7%	16.3%	19.1%	CC(C(=O)Nc1cccc([N+](=O)[O-])c1)n1nnc2ccccc21 (centres undefined)
8	21.5%	-12.9%	-1.4%	-2.6	2.3%	-1.6%	0.0%	-0.1%	?	COc1ccc(-c2nc3n(n2)C(c2cccc(C)c2)C(C(N)=O)=C(C)N3)cc1OC (centres undefined)
9	2.2%	.	-16.2%	0.8	-5.7%	-10.4%	-0.4%	-6.0%	-5.8%[59 µM]	CCCCOc1cccc(C(=O)Nc2cccc3ccc(C)nc23)c1
10	44.4%[activator]	-1.3%	0.7%	5.2	0.1%	1.5%	1.5%	-11.8%	-30.0%	O=C(c1ccccc1F)N1CCOCC1
11	28.5%	i	4.0%	2.9	3.4%	3.3%	-2.0%	-11.8%	-6.7%[59 µM]	CCc1ccc(NC(=O)Cn2c(=O)n(Cc3ccccc3)c(=O)c3oc4ccccc4c32)cc1
12	46.1%&-27.1%[activator]	-3.2%	?	-1.6&-5.8	2.2%&5.7%	-3.9%&2.5%	?	5.0%&4.9%	-11.8%[59 µM]	CC(=O)c1cccc(NS(=O)(=O)c2cc(-c3cnc(C4CC4)o3)ccc2C)c1
13	22.7%	-2.1%	?	0.5	-0.1%	2.2%	-22.1%	2.2%	-38.3%	COc1ccc(Nc2ncnc3c2cnn3Cc2ccc(C)cc2)cc1
14	10.6%	3.3%	-1.1%	1.5	3.3%	-8.7%	1.2%	0.0%	-0.7%[59 µM]	O=[N+]([O-])c1ccc2c(c1)OCCOCCOCCOCCOCCOCCO2
15	4.47µM*	4.47µM*	11.2µM*	?	.	9.2%	1.41µM*	3.16µM*	2.82µM*	O=C(O)C1Nc2c(O)cc(Cl)c([N+](=O)[O-])c2C2C=CCC12 (centres undefined)
16	27.3%	i	-15.1%	-0.1	-1.3%	-5.3%	3.8%	-2.1%	-1.1%	C=CCN1C(=O)c2ccccc2Sc2ccc(C(=O)NCCC)cc21
17	4.0%	0.5%	-20.5%	3.2	0.9%	1.0%	1.0%	5.2%	27.1%[59 µM]	COCC(=O)OCC(=O)Nc1cc(C)c(C)cc1[N+](=O)[O-]
18	25.9%	-1.5%	-15.4%	2.2	?	-2.6%	7.1%[57.1 µM]	1.3%	23.3%	Cc1ccsc1/C=N/Nc1nc(Cl)c(Cl)cc1Cl
19	-5.0%	-9.8%	-27.8%	-0.9	?	?	50.1µM*	8.6%	50.1µM*	CCN1/C(=C/c2ccc3cccc(C)c3[n+]2CC)Sc2ccccc21
20	32.0%	-7.4%	-21.0%	-2.2	-0.3%	-3.2%	.	1.8%	.	CN(C(=O)c1cccc(NC(=O)Cc2cccc(NC(=O)C3CCCN(C(=O)C4CCC4)C3)c2)c1)C1CC1 (centres undefined)
21	42.5%[activator]	-9.4%	-5.3%	-1.0	12.5%	20.5%	11.2%	-7.1%	.	CCOC(=O)C(=O)Nc1cc(C)nn1-c1nc2ccccc2[nH]1
22	63.2%[activator]	-0.6%	-10.0%	-5.5	-8.7%	3.3%	3.4%	-3.0%	16.6%[59 µM]	Cc1cc(C)nc(N2CCC(C(=O)NCC3CCCCC3)CC2)n1
23	38.5%[activator]	1.1%	-8.4%	-1.5	10.6%	-6.3%	-1.8%	-0.4%	?	CCCc1cc(=O)oc2c(C)c(OCC(=O)Nc3ccc(CN4CCOCC4)cc3)ccc12
24	23.3%	i	-15.2%	4.8	-3.5%	19.8%	-5.3%	-0.3%	.	O=c1ccc2cc([N+](=O)[O-])c(CCO)cc2o1
25	30.9%	-5.4%	-5.2%	-2.7	-1.7%	0.8%	-1.6%	0.7%	-1.5%	COC(=O)CNC(=O)C(NC(=O)OCc1ccccc1)C(C)C (centres undefined)
26	25.6%	-9.3%	-18.3%	-1.7	2.1%	-3.9%	?	-0.7%	0.4%[59 µM]	Nc1nc(NC(=O)c2ccc(Cl)cc2)nn1-c1ccccc1
27	47.9%[activator]	-2.3%	-6.2%	-2.7	-5.9%	-11.5%	.	1.1%	.	C[C@H](CO)N1C[C@H](C)[C@@H](CN(C)Cc2ccc(C(=O)O)cc2)Oc2c(NS(=O)(=O)c3cccs3)cccc2C1=O
28	-31.1%	-7.8%	?	5.5	-0.8%	8.5%	39.8µM*	19.3%	.	COc1ccc(N2CCN(C(=O)CCCN3C(=O)c4cccc5cccc(c45)C3=O)CC2)cc1
29	9.8%	-4.1%	-14.0%	-1.4	2.0%	5.9%	2.9%	3.3%	0.7%[59 µM]	COc1ccc(CCN=C(N)NS(=O)(=O)c2ccccc2)cc1
30	?	12.9%	4.47µM*	-6.5	6.0%	-3.3%	11.2µM*	2.1%	3.16µM*	Cc1cccc(CNC(=O)c2ccc(Cn3c(SCc4cccc(F)c4)nc4cccnc43)cc2)c1

Down the list, from the results shown:
Entries 7 to 14 in PGK inhibitor read 10.5%, -12.9%, ., -1.3%, i, -3.2%, -2.1%, 3.3%
Entries 7 to 14 in G9a block read 19.1%, ?, -5.8%[59 µM], -30.0%, -6.7%[59 µM], -11.8%[59 µM], -38.3%, -0.7%[59 µM]
Entries 7 to 14 in GLS inh read 16.3%, -0.1%, -6.0%, -11.8%, -11.8%, 5.0%&4.9%, 2.2%, 0.0%

Following part.
nr	HP1b binding inh	PGK inhibitor	JMJD2A Tudor inh	PI4K2A block	Pin1 inh	ERG Ets-DNA blk	BAZ2B inh	GLS inh	G9a block	compound
31	6.7%	-2.3%	-16.4%	-4.0	-0.6%	4.5%	0.8%	-4.3%	-9.2%	COc1ccc(NC(=O)C(C)Sc2nnc3c4c(nc(-c5ccc(OC)cc5)n23)CC(C)(C)OC4)cc1 (centres undefined)
32	68.6%[activator]	1.6%	10.3%	-2.3	?	1.0%	2.5%	3.1%	42.4%[activator][59 µM]	CCN1CCc2c(sc(NC(=O)CSc3ccccc3)c2-c2nc3ccccc3s2)C1
33	4.7%	-5.1%	-17.9%	-13.1	-1.3%	-6.0%	?	-7.6%	?	CCN(CC)C(=O)CSc1nc(-c2ccccc2F)nc2c1Cc1c(CO)cnc(C)c1O2
34	-16.2%	?	-35.3%	?	0.8%	-6.9%	?	12.9%	?	Cc1nc(N/N=C/c2ccccn2)sc1C
35	29.6%	-4.2%	-15.1%	-6.8	33.1%[activator]	-3.4%	5.3%	-9.7%	1.1%[59 µM]	COc1ccc(C(=O)Nc2nonc2-c2ccc(OC)c(OC)c2)cc1Cl
36	27.6%	i	-3.6%	5.5	1.3%	-5.7%	0.3%	-3.6%	10.8%[59 µM]	CNC(=O)C(=O)NCC1OCCCN1S(=O)(=O)c1cccs1 (centres undefined)
37	25.2%	5.0%	2.5%	4.5	-9.9%	1.1%	1.2%	15.2%	?	O=C(Cn1ncc2c(=O)oc3ccccc3c21)N1CCN(C(=O)c2ccco2)CC1
38	51.7%[activator]	11.7%	?	-4.8	26.5%	.	-10.8%	-0.9%	-6.3%[12.7 µM]	c1csc(CNc2ncnc3ccc(-c4ccc5c(c4)OCCO5)cc23)c1
39	-59.4%	-2.3%	56.2µM*	-7.9	-14.6%	-11.7%	-20.7%	10.1%	-37.1%[59 µM]	COc1ccc(C)cc1NS(=O)(=O)c1ccc2c3c(cccc13)C(=O)N2
40	28.9%	-0.5%	-12.8%	0.9	1.8%	-2.4%	-1.5%	9.5%	-13.2%[59 µM]	Cc1nc(SCC(=O)NC(C)(C)C)c2c(-c3cccs3)csc2n1
41	?	-7.2%	?	-13.0	23.8%	2.9%	?	20.2%	31.6µM*	COc1cc(/C=C2\COC/C(=C\c3ccc(O)c(OC)c3)C2=O)ccc1O
42	11.7%[57 µM]	-9.3%	-7.7%	-1.8	0.1%	0.2%	5.1%	-1.1%	13.1%[59 µM]	Cc1ccccc1NC(=O)CN1C(=O)C(C)(C)c2ccccc21
43	20.4%	5.1%	?	-20.6	2.2%	-0.3%	-38.9%	5.0%	.	CC[n+]1c(C)n(C)c2cc(S(=O)(=O)N(C)C)ccc21
44	14.0%	5.5%	-7.4%	4.4	22.2%	9.8%	-18.7%	-4.8%	17.8µM*	CNC(=S)N/N=C/c1c2ccccc2c(Cl)c2ccccc12
